# Assay outcomes as filed in PubChem.
# TSHR antagonist = Antagonists of the Thyroid Stimulating Hormone Receptor: HTS campaign. Thyrotropin receptor (Homo sapiens), P16473. TSHR-expressing cells, TSH-stimulated cAMP HTRF, 2 h; stronger effect = lower value. activity change, negative = inhibition, % at 11.5 µM. 0.2% of 330,000 active;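 active = activity change below a set negative limit, meaning inhibition stronger than a set level, cut at about -70% in these data; inconclusive = activity change between two set negative limits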; note: % is set by controls: 0 for no effect and ±100 for the full control effect
# Target sequence (P16473 whole entry, looked up): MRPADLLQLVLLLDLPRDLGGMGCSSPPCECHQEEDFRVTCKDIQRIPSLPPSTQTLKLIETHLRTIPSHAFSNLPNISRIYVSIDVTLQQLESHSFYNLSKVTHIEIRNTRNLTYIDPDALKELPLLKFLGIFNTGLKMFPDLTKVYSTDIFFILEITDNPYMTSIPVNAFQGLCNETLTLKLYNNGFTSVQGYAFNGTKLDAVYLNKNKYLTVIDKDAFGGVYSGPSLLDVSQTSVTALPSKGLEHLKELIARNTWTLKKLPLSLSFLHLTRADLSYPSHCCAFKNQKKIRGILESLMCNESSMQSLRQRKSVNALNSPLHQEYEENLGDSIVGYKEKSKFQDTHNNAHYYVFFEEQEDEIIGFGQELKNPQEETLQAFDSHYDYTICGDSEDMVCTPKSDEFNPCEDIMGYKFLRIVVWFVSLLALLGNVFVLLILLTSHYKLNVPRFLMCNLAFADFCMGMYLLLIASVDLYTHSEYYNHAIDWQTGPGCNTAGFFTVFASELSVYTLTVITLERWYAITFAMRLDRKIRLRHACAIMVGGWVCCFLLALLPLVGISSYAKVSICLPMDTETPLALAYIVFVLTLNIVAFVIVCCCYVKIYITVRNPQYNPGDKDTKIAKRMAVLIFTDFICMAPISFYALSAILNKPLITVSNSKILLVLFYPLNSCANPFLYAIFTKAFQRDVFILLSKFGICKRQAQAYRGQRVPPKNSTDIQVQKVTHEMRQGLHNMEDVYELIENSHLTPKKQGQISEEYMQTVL
#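 Cell-based HTRF cAMP assay; TSHR cells + compound, TSH EC80 (4nM final), 2 h, 37 deg C. Lysis with anti-cAMP cryptate and cAMP-d2, 30 min RT, read 665/620 nm.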
# USP2a inh = qHTS Assay for Inhibitors of Ubiquitin-specific Protease USP2a Using CHOP2 as the Reporter | Potency, µM (titrated, usually from 38.3 µM), inactives show at the highest dose activity change, negative = inhibition, usual class: inhibitors | USP2 core, Ub-CHOP2 coupled fluorogenic reporter, 485/531 | Ubiquitin carboxyl-terminal hydrolase 2 (Homo sapiens), O75604 | 0.01% of 330,000 active;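 note: potency is the fitted concentration of half-maximal effect; plate controls were DMSO wells for no effect and full inhibition by NEM control for full effect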
#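 Deubiquitinase activity read as fluorescence (485/531 nm) after Ub-CHOP2 cleavage activates the enterokinase reporter on its substrate; USP2 core 10nM, Ub-CHOP2 and substrate 25nM each, 30min compound preincubation then 60min RT; data normalized to NEM, curves fitted.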
# ASM inhibitor = Inhibitors of Secretory Acid Sphingomyelinase (S-ASM): qHTS; Sphingomyelin phosphodiesterase (Homo sapiens), P17405; placental ASM, HMU-PC fluorogenic substrate, 60 min; Potency, µM (highest dose often 57.5 µM), inactives show at the top dose activity change, negative = inhibition, hits mostly inhibitors; 0.006% of 340,000 active; AID 504937, 2011; note: potency is the fitted concentration of half-maximal effect
#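 Human placenta-derived ASM preincubated with compound 10 min at room temperature, then reacted with 9 uM (final) fluorogenic HMU-PC substrate for 60 min at 37 C. Stop solution raises pH to 10; fluorescence read at Ex 386/Em 447 nm.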
# PKM2 act = qHTS Assay for Activators of Human Muscle isoform 2 Pyruvate Kinase; Pyruvate kinase PKM (Homo sapiens), P14618; purified PKM2, Kinase-Glo ATP luminescence, activation; response scale: 0% is enzyme alone, no compound; Potency, µM (highest dose often 57.5 µM), inactives show top-dose activation, most hits filed as activators; 0.34% of 260,000 active; AID 1631, 2009; note: potency is the fitted concentration of half-maximal effect; % is set by controls: 0 for no effect and ±100 for the full control effect; nearly all actives have a fitted effect of over 55% in size
#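 hPK-M2, >95% pure; 0.1 mM ADP / 0.5 mM PEP final; imidazole pH7.2 buffer w/ 7 mM MgCl2, 50 mM KCl; 1 h RT; Kinase-Glo lum. Intermediate enzyme activity for dual inhibitor/activator qHTS.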
# MBNL1-CUG inh = qHTS Assay for Inhibitors of MBNL1-poly(CUG) RNA binding; Muscleblind-like protein 1 (Homo sapiens), Q9NR56; TR-FRET MBNL1-His/biotin-(CUG)12 binding, 665/545 ratio; Potency, µM (series often up to 57.5 µM), for inactives: at the highest dose activity change, negative = inhibition, most hits filed as inhibitors; 0.036% of 280,000 active; AID 2675, 2010; active = well fitted inhibition curve with a large enough effect in the signal ratio, with a control signal flat, not every such curve was filed as active; inconclusive = small, poorly fitted or top-dose-only effect, or effect the other way, or a change in a side signal; inactive = no such curve, though single readings can be large or run the other way; the % refers to the signal ratio; note: potency is the fitted concentration of half-maximal effect; % is set by controls: 0 for no effect and ±100 for the full control effect
#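 Compounds (final 92 nM to 58 uM) are added to His-tagged MBNL1 and biotin-(CUG)12, then terbium anti-His antibody and streptavidin-XL665 (5 nM final). After 60 min at room temperature, the 665/545 nm ratio is read.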
# GALK inh = qHTS Assay for Inhibitors of Human Galactokinase (GALK) | P51570 | Purified GALK, Kinase-Glo residual ATP luminescence | AID 1868, 2009 | 0.007% of 270,000 active | Potency, µM (titrated, usually from 57.5 µM), inactives show at the highest dose activity change, negative = inhibition, most hits filed as inhibitors; note: potency is the fitted concentration of half-maximal effect; % is set by controls: 0 for no effect and ±100 for the full control effect
#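 5 nM enzyme, 35 uM ATP, 100 uM galactose, 20 mM HEPES pH8.0, 5 mM MgCl2; 1 h RT; residual ATP by Kinase-Glo Plus luminescence, qHTS format.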
# Menin-MLL TR inh = qHTS Assay for Inhibitors Targeting the Menin-MLL Interaction in MLL Related Leukemias: Competition With Texas Red Labeled MLL-derived Mutant Peptide. O00255. Menin + Texas Red MLL mutant peptide, fluorescence polarization. Potency, µM (titrated, usually from 61.6 µM), for the others: at the top dose FP activity change, negative = inhibition, hits mostly inhibitors. 0.23% of 270,000 active. AID 1768, 2009; active = well fitted inhibition curve with a large enough effect in the polarisation, with a control signal flat, not every such curve was filed as active; inconclusive = small, poorly fitted or top-dose-only effect, or effect the other way, or a change in a side signal; inactive = no such curve, though single readings can be large or run the other way; the % refers to the polarisation; note: potency is the fitted concentration of half-maximal effect; % of control where 0% means no effect; many of its hits are not listed in these tables
# Mito fusion yeast = qHTS Assay for Small Molecule Inhibitors of Mitochondrial Division or Activators of Mitochondrial Fusion; AID 485298, 2010; Potency, µM (doses to about 46.1 µM), inactives show at the top dose growth rescue (activation), usual class: activators; S. cerevisiae fusion-defective mutant growth rescue, CellTiterGlo 48 h; 0.23% of 320,000 active;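 note: potency is the fitted concentration of half-maximal effect; % of control where 0% means no effect; nearly all actives have a fitted effect of over 45% in size; temperature-sensitive fusion mutants such as fzo1-1 at 37 °C on non-fermentable ethanol glycerol medium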
#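 Yeast fusion mutant, YPEG (non-fermentable carbon), compound, 48 h at 37C non-permissive; CellTiterGlo added, 10 min RT, luminescence read. Rescued growth = division inhibition.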
# Eya2 phos inh = qHTS Assay for Inhibitors of the Phosphatase Activity of Eya2 | Protein phosphatase EYA2 (Homo sapiens), O00167 | recombinant Eya2, OMFP fluorescence dephosphorylation (OMFP is methylfluorescein phosphate) | Potency, µM (top dose mostly 76.9 µM), without a hit: at the highest dose activity, negative = inhibition, hits mostly inhibitors | 0.006% of 330,000 active | AID 488837, 2010; note: potency is the fitted concentration of half-maximal effect; % is set by controls: 0 for no effect and ±100 for the full control effect
#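 Eya2 protein (added as 0.2 uM solution) was preincubated with compound for 10 min at ambient temperature in 50 mM HEPES pH 7.5, 50 mM NaCl, 5 uM MgCl2, 0.05% BSA, 1 mM DTT. OMFP (added at 50 uM) then reacted 10 min; fluorescence read at 485/525 nm.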
# hERG WT inh = qHTS for Inhibitors of KCHN2 3.1: Wildtype qHTS. 0.37% of 340,000 active. AID 720551, 2013. activity change, % at 1.84 µM. Voltage-gated inwardly rectifying potassium channel KCNH2 (Homo sapiens), Q12809. U2OS, BacMam KCNH2, thallium flux FluxOr; stronger effect = lower value;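 active = maximum activity change below -70%; inconclusive = maximum activity change between -70% and -50%; inactive = maximum activity change above -50%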; note: % is set by controls: 0 for no effect and ±100 for the full control effect
#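 U2OS cells were transduced with wild-type KCNH2 virus (2.03 x 10^8 / mL) for 4 h at room temperature, then cultured overnight at 37 C. Thallium flux was read with FluxOr dye. Rate constants were normalized to DMSO controls.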
# Chronic BCR inh = qHTS Assay to Find Inhibitors of Chronic Active B-Cell Receptor Signaling; ABC-DLBCL IkBa-CBG/CBR reporter, luminescence ratio, 4 h; Potency, µM (titrated, usually from 46.1 µM), without a hit: top-dose ratio change, negative = lower green/red ratio, usual class: inhibitors; 0.05% of 340,000 active; AID 493014, 2011; active = well fitted inhibition curve with a large enough effect in the signal ratio, with a control signal flat, not every such curve was filed as active; inconclusive = small, poorly fitted or top-dose-only effect, or effect the other way, or a change in a side signal; the % refers to the signal ratio;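 note: potency is the fitted concentration of half-maximal effect; plate controls were basal doxycycline-induced cells for no effect and cells given 10 µM MG132 for full effect; MG132 reads +100%, hits lower the ratio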
#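 TMD8 human ABC-DLBCL cells with doxycycline-inducible IκBα–green luciferase fusion and unfused red luciferase, in 0.5% FBS medium; compounds up to 46 uM, 4 h at 37C. Green/red luminescence ratio, filter-overlap corrected, fitted to concentration-response curves.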
# Active calls of the source: *; ? = inconclusive; · = not tested or not shown; [ ] = dose if it differs, or a comment. Unless noted, calls come from the whole dose curve; as a rule, active = well fitted curve in the direction sought with a large enough effect; inconclusive = small, poorly fitted or top-dose-only effect, or another doubt; inactive = no such curve, though single readings can be large; an effect the other way counts as inactive or inconclusive. Only part of the results is shown; count on the stated rates, not on these rows.
SMILES,TSHR antagonist,USP2a inh,ASM inhibitor,PKM2 act,MBNL1-CUG inh,GALK inh,Menin-MLL TR inh,Mito fusion yeast,Eya2 phos inh,hERG WT inh,Chronic BCR inh
Cc1ccc2[nH]cc(S(=O)(=O)c3ccc(C)c(C)c3)c(=O)c2c1,-4,1%,-2%,·,7%,0%,-26%,-1%,6%,8,9%
CC(C)CN1CCN(Cc2cc(F)ccc2-n2cccn2)CC1CCO (configuration not stated),4,1%,0%,-6%,-3%,2%,-3%,2%,-5%,20,-2%
C=CCc1cccc2cc(C(=O)NCCOC)c(=O)oc12,-15,0%,-1%,-11%,?,0%,9%,6%,-8%,2,0%
Cn1c(=O)c2cc(S(=O)(=O)NCCC(=O)NCC3CCCO3)ccc2n(C)c1=O (configuration not stated),10,0%,0%,-9%,12%,-1%,10%,0%,-27%,6,7%
O=C(O)COc1ccccc1/C=N/NC(=O)C(O)c1ccccc1 (configuration not stated),13,1%,1%,-1%[11.5 µM],11%,-2%,4%,2%,3%,-4,0%
CN(C)CCCN(C(=O)CCc1ccccc1)c1nc2c(F)cccc2s1,13,-1%,0%,4%,-2%,-2%,-23%,-11%,-3%,-31,?
CCN1C(=O)C(CC(=O)Nc2ccc(F)cc2)N(Cc2cccs2)C1=S (configuration not stated),-31,-1%,-3%,?,-4%,-1%,?,7%,-11%,-1,?
Cc1cccc(NC(=O)c2cc(S(=O)(=O)N(C)c3ccc(F)cc3)ccc2Cl)n1,·,-2%,0%,·,·,·,·,?,0%,9,6%
CCn1cc(C(=O)NCC(OC)OC)c(=O)c2cc(S(=O)(=O)N3CCC(C)CC3)ccc21,-5,1%,107%,·,-2%,0%,-13%,1%,16%,-16,?
Cc1cnc(CN(C)C(=O)CC2C(=O)NCCN2Cc2cccc(F)c2F)[nH]1 (configuration not stated),-5,-1%,·,-3%,2%,0%,·,1%,-6%,-18,-1%
COC(=O)c1ccc(CSc2ccc3nnc(-c4cccnc4)n3n2)o1,20,1%,·,8%,-5%,0%,10%,1%,1%,·,2%
CN(C)C(=S)Nc1ccc(Cc2ccncc2)cc1,2,0%,1%,5%[11.5 µM],?,9%,3%,-3%,0%,8,-14%
COc1cccc(CNC(=O)COC(=O)CCCNC(=O)c2ccc(Cl)cc2)c1,11,0%,-2%,·,·,·,·,0%,-18%,3,-17%
CC1(c2nnc(Cc3ccccc3)o2)CC(c2ccccc2[N+](=O)[O-])=NO1 (configuration not stated),-1,2%,-1%,·,·,·,·,9%,6%,6,5%
Cc1ccc(-c2noc(CCC(=O)NCCN3CCc4ccccc4C3)n2)cc1,-6,-1%,-1%,-4%,-6%,3%,-14%,-8%,-17%,24,-2%
O=c1oc2ccccc2c(NCc2cccc(F)c2)c1[N+](=O)[O-],20,-1%,0%,0%,?,-2%,9%,7%,5%,-39,?
Cc1sc(N)nc1-c1ccc(Oc2ccccc2)cc1,-30,-3%,-1%,1%[11.5 µM],3%,-1%,-9%,-20%,5%,1,6%
Cc1sc2ncnc(N3CCC(C(=O)Nc4cc(Cl)ccc4Cl)CC3)c2c1C,-13,0%,·,·,·,·,·,?,3%,-4,2%
C[C@@H]1NC(=O)[C@@]2(C)[C@@H](c3ccccc3)[C@H]3COc4ccccc4[C@@H]3N2C1=O,3,1%,0%,·,·,·,·,1%,-5%,-5,0%
Cc1cc(C)n(C(=O)c2ccc(C)c(S(=O)(=O)N3CCOCC3)c2)n1,10,2%,3%,11%,6%,6%,0%,2%,1%,1,-3%
CCCC(=O)Nc1ccc(C(=O)NNC(=O)c2cccs2)cc1,14,3%,0%,-2%,-1%,3%,-2%,-3%,0%,-12,-1%
Cc1nc(C)c(C(=O)Nc2ccccc2)s1,-7,5%,6%,-1%,2%,3%,6%,4%,-5%,2,-2%
CCOC(=O)c1c(C)[nH]c(C(=O)COC(=O)c2ccc(O)cc2)c1C,9,-6%,12%,-3%,·,-2%,·,1%,5%,-10,?
COc1ccc(NC(=O)CN(C)C(=O)c2n[nH]c3ccccc23)cc1,27,0%,-1%,·,·,·,·,-12%,-10%,-9,0%
O=C(Nc1ccccc1C(=O)N1CCOCC1)c1cccnc1,6,0%,6%,-2%,-2%,-3%,·,6%,-5%,7,?
O=C(O)CN1C(=O)COc2ccc(S(=O)(=O)N3CCCCCC3)cc21,17,1%,-2%,-11%,3%,-1%,11%,0%,6%,6,2%
CC(CCc1ccccc1)NC(=O)COC(=O)c1ccc(F)cc1 (configuration not stated),-9,6%,-3%,·,11%,-1%,-9%,6%,-2%,-1,2%
CCOc1ncccc1C(=O)Nc1ccc(C)c(S(=O)(=O)N2CCCCCC2)c1,?,1%,2%,·,·,·,·,-4%,-4%,0,?
O=c1cc(CN2CCOCC2)c2ccc(O)c(O)c2o1,-4,-1%,-3%,·,12%,2%,6%,4%,10%,-14,-2%
Cc1ccccc1-n1nc2c(c1NC(=O)CC(C)C)CS(=O)C2 (configuration not stated),4,1%,3%,·,-4%,7%,0%,-13%,4%,-4,-2%
COc1cccc(C(=O)CN2CCN(S(=O)(=O)c3cccc([N+](=O)[O-])c3)CC2)c1,6,1%,-4%,11%,?,0%,13%,-9%,-19%,-15,-26%
CCC(CO)NCc1ccc(OCC(=O)Nc2cccc(C(F)(F)F)c2)c(OC)c1 (configuration not stated),6,4%,-3%,-2%,-3%,2%,-13%,1%,1%,41,-1%
Cc1cc2cccc(C)c2nc1SCC(=O)N(C)c1nc(-c2ccccc2)cs1,28,3%,-3%,2%,44%[activator],-7%,·,-6%,5%,-21,-1%
COC(=O)C1NN=C(C(=O)c2ccccc2)C1c1ccccc1 (configuration not stated),3,1%,1%,-1%,·,2%,-1%,1%,0%,-5,-1%
O=C(CCSc1nccn1Cc1ccccc1)N1CCOCC1,5,0%,3%,3%,-7%,0%,-1%,-2%,4%,-44,1%
Cc1ccc(C)c(-c2nnc(NC(=O)Cc3ccccc3)o2)c1,15,2%,3%,·,-5%,1%,·,0%,-1%,3,-3%
CCOc1ccc(NC(=O)CCNS(=O)(=O)c2ccc3c(c2)CC(C)N3C(C)=O)cc1 (configuration not stated),-5,1%,0%,·,?,8%,10%,-7%,-1%,6,-1%
CN(Cc1nc2ccc(Cl)cc2[nH]1)Cc1nc(-c2cnccn2)no1,-29,2%,3%,22%,-12%,-2%,3%,5%,2%,-8,-7%
CCN(CCn1cccn1)C(=O)CCc1nnc(-c2ccc3c(c2)OCO3)o1,-1,2%,2%,-1%,-3%,0%,14%,1%,-10%,-1,-8%
Cc1ccccc1NC(=O)N(CCc1nc2ccccc2[nH]1)Cc1ccccc1,2,4%,3%,-18%,0%,-5%,1%,-1%,-7%,-1,-38%
CCOC(=O)N1CCN(C(=O)c2ccc3c(=O)n(Cc4ccc(OC)cc4)c(=S)[nH]c3c2)CC1,-8,0%,-3%,0%,-10%,1%,9%,0%,-3%,2,-3%
